Screening data: PubChem BioAssay, Broad Institute
PglD inh: blocks C. jejuni PglD acetyltransferase activity; hit rate 0.098% among 360,000; inhibition, % at 12.5 µM; purified PglD enzyme, DTNB colorimetric CoA detection; in the data active means inhibition above about 16%, passing the limit was not always enough; further: strong numbers were not always called active
miR122 inh: inhibitors of miR-122 in Huh7 cells; Huh7 miR-122 Renilla luciferase sensor, 48 h; neutral wells = 0, positive control = 100; activation (reporter increase), % at 12.5 µM; hit rate 0.3% among 340,000; AID 602342;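 active means mean replicate activation score at least 90 and every replicate individually at or above 90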;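 further: higher luciferase means less miR-122 activity so hits act as miR-122 inhibitors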
RAD52 inh: blocks human RAD52 DNA annealing. inhibition, % at 18.7 µM. hit rate 0.46% among 360,000. recombinant RAD52 DNA annealing, FRET fluorescence;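 active means every replicate showing at least 50% inhibition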
Target sequence (P43351 whole entry, looked up): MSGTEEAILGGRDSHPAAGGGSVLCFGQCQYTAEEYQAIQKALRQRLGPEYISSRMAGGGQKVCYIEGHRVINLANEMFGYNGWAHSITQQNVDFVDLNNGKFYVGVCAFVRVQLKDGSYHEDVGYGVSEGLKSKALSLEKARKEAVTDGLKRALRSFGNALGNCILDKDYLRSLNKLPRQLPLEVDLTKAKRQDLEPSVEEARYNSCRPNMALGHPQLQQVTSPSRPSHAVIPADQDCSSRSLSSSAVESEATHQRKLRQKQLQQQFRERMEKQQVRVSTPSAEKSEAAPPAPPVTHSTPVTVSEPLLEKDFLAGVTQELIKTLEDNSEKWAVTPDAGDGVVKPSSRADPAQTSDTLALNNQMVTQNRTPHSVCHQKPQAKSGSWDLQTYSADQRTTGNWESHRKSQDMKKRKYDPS
ERAP1 HTS inh: inhibitors of human ERAP1 aminopeptidase; hit rate 0.15% among 340,000; Q9NZ08; AID 652197; recombinant ERAP1, Leu-AMC fluorescence, 60 min; inhibition, % at 10.7 µM;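 active means mean replicate inhibition of at least 30%, or all replicates individually reaching that 30% level; inactive means mean below 30% and not every replicate reaching it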;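 further: 0% = neutral control wells and 100% = L-leucinethiol positive control wells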
PGC1a acetyl inh: PGC1a acetylation modulation, inhibitor mode | U2OS PGC1a acetylation, AlphaScreen anti-acetyl-lysine; with virally co-expressed GCN5 acetyltransferase | inhibition, % at 15.6 µM | hit rate 0.17% among 350,000;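 active means every replicate shows inhibition of at least 40%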;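 further: 0% = neutral control wells and 100% = positive control wells; some results beyond the cut were filed as inactive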
RAD54 inh: blocks human RAD54 Holliday junction branch migration. Q92698. AID 602329. hit rate 0.14% among 360,000. inhibition, % at 10.4 µM. FAM/BHQ fluorescence;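 active means mean normalized replicate activity at least 40 and at least half of replicates scoring 40 or more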;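 further: 0% = median of neutral control wells and 100% = median of positive control wells; inhibitors cause a drop in the FAM fluorescence signal; in these data hits start at about 50%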
Cneo AK release: Cryptococcus neoformans lysis via adenylate kinase release | C. neoformans lysis, adenylate kinase release luminescence, 4 h; normalised: neutral wells 0, clomiphene wells 100 | lysis activity, % at 15 µM | hit rate 0.2% among 360,000 | AID 651654;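 active means mean lysis activity across replicates of at least 80%, whatever share of replicates individually reach that level; inactive means mean lysis activity below 80%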
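Material: C. neoformans cells; Schedule: 4 h static compound exposure, 37 °C, read 1 h post-reagent; Measured by: adenylate kinase release luminescence; Read-out: signal increase indicating cell lysis; Controls: Clomiphene as positive lysis control.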
E-sel inducer: induces E-selectin expression in human endothelial cells | P16581 | HUVEC E-selectin immunofluorescence imaging; normalized: neutral wells 0, TNF-alpha wells 100 | activation, % at 7.58 µM | hit rate 0.37% among 260,000;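 active means mean E-selectin-positive cell signal at least 10% of the positive control, reached in at least 60% of replicates, without over 20% cell loss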;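 further: in these data hits start at about 27%; measured in HUVEC primary endothelial cells; signal is the percent of cells scored E-selectin positive by PE staining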
Target sequence (P16581 whole entry, looked up): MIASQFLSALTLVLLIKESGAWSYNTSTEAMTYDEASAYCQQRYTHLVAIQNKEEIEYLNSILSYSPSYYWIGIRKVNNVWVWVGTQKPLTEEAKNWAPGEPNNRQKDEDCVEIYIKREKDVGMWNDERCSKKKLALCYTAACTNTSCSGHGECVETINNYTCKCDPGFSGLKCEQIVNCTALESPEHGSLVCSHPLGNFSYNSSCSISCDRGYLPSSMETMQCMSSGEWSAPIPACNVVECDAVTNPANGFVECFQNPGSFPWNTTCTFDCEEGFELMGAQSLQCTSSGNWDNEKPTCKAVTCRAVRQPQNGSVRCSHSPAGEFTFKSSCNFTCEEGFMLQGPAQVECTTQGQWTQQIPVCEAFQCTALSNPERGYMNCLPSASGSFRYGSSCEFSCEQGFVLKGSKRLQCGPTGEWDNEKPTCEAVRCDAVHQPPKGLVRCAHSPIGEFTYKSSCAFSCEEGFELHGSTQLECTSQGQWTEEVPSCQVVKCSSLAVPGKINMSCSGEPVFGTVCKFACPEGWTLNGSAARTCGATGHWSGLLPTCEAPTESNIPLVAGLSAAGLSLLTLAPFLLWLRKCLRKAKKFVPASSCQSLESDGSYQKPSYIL
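System: HUVEC, human umbilical vein endothelial cells; quantity: 3,000 cells/well; buffer or medium: EGM-2 medium, gelatin-coated wells; dosing: single-point compound dose; detection: immunofluorescence imaging; evaluation: % PE-positive cells; benchmarks: TNF-alpha, DMSO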
An asterisk follows results filed as active; [ ] = dose if it differs, or a comment.

Results for COc1cccc(C#Cc2ccc([C@@H]3[C@H]4CN(C(=O)Cc5cccnc5)CC(=O)N4[C@H]3CO)cc2)c1 ?
RAD52 inh: -21; ERAP1 HTS inh: -3; PGC1a acetyl inh: -7; E-sel inducer: 3.5

Results for O=C(NCc1ccccc1)[C@@H]1C[C@H]1[C@@H](NP(=O)(c1ccccc1)c1ccccc1)c1ccccc1 ?
PglD inh: 5; RAD52 inh: -5; ERAP1 HTS inh: -4; RAD54 inh: -5; Cneo AK release: 5

Results for COC(=O)C1CCN(C(=O)[C@H](C)NC(=O)C2CC(=O)N(c3ccc(F)cc3)C2)CC1 (some centres not stated) ?
PglD inh: -7; miR122 inh: 2; RAD52 inh: -8; ERAP1 HTS inh: -4; PGC1a acetyl inh: 4; RAD54 inh: 9; Cneo AK release: 1

Results for C[C@@H](NC(=O)C[C@@H]1CC[C@H]2[C@@H](COC[C@@H](O)CN2Cc2ccc(C(F)(F)F)cc2)O1)c1ccccc1 ?
PglD inh: 2; miR122 inh: 2[16.7 µM]; RAD52 inh: 0; ERAP1 HTS inh: -2; PGC1a acetyl inh: -5; RAD54 inh: 1; Cneo AK release: -1; E-sel inducer: -0.2

How did COc1ccc(S(=O)(=O)N2CN(Cc3ccco3)c3nc4ccccc4nc32)cc1 do in these assays?
PglD inh: -1; miR122 inh: 7; PGC1a acetyl inh: -7; RAD54 inh: -4; Cneo AK release: -1

How did O=C(CSc1nnc(-c2ccccc2)n1-c1ccc(Cl)cc1)NC1CCS(=O)(=O)C1 (configuration not stated) do in these assays?
PglD inh: -3; miR122 inh: -7; RAD52 inh: 4; ERAP1 HTS inh: -7; RAD54 inh: 8; Cneo AK release: 1; E-sel inducer: -2.7

What do the screens show for `C[C@@H]1CCCCO[C@H](CN(C)C(=O)C2CCCCC2)[C@@H](C)CN([C@@H](C)CO)C(=O)c2cc(NS(=O)(=O)c3cn(C)cn3)ccc2O1`?
PglD inh: -1; miR122 inh: -1[16.7 µM]; RAD52 inh: 6; ERAP1 HTS inh: 0; PGC1a acetyl inh: 7; RAD54 inh: -2; Cneo AK release: 0; E-sel inducer: 0.1

Results for Cc1ccnc(NC(=O)c2ccc(NC(=O)c3ccco3)cc2)c1 ?
PglD inh: 4; miR122 inh: -4; PGC1a acetyl inh: 4; RAD54 inh: 9; Cneo AK release: -5

How did C[C@H](CO)N1C[C@H](C)[C@H](CN(C)C(=O)NC2CCCCC2)OCCCC[C@H](C)Oc2ccc(NS(=O)(=O)c3ccccc3)cc2C1=O do in these assays?
PglD inh: 1; miR122 inh: -4[16.7 µM]; RAD52 inh: -10; ERAP1 HTS inh: 2; PGC1a acetyl inh: 1; RAD54 inh: 1; Cneo AK release: 0; E-sel inducer: 0.1

What do the screens show for `CC(C)(C)C(=O)Nc1nnc(SCC(=O)NCc2cccs2)s1`?
PglD inh: 2; miR122 inh: 2; PGC1a acetyl inh: 0; RAD54 inh: -1; Cneo AK release: 1

Results for C[C@H](CO)N1C[C@H](C)[C@H](CN(C)Cc2cccc3c2OCCCO3)OCc2cnnn2CCCC1=O ?
PglD inh: 2; miR122 inh: -1[16.7 µM]; RAD52 inh: 6; ERAP1 HTS inh: -1; PGC1a acetyl inh: -5; RAD54 inh: 4; Cneo AK release: 4; E-sel inducer: 0.3

How did CN1CCN(c2oc(-c3ccccc3Cl)nc2S(=O)(=O)c2ccccc2)CC1 do in these assays?
PglD inh: -3; miR122 inh: 1; RAD52 inh: -3; ERAP1 HTS inh: -4; PGC1a acetyl inh: -5; RAD54 inh: 0; Cneo AK release: 3; E-sel inducer: 0.4

What do the screens show for `CN1CCN(C(=O)COCc2cc(-c3ccc4c(c3)OCO4)on2)CC1`?
PglD inh: 1; miR122 inh: -3; RAD52 inh: 4; ERAP1 HTS inh: 3; PGC1a acetyl inh: 1; RAD54 inh: 1; Cneo AK release: 1; E-sel inducer: 0.1

How did CC(=O)N(C)C[C@@H]1Oc2ncc(C#Cc3cccnc3)cc2C(=O)N([C@H](C)CO)C[C@H]1C do in these assays?
PglD inh: 1; miR122 inh: 1[16.7 µM]; RAD52 inh: 4; ERAP1 HTS inh: -1; PGC1a acetyl inh: 1; RAD54 inh: 0; Cneo AK release: 2; E-sel inducer: 0.3

How did CC(=O)NC(C(=O)NCC(N)=O)C(C)C (configuration not stated) do in these assays?
PglD inh: 8; miR122 inh: 2; PGC1a acetyl inh: 0; RAD54 inh: 4; Cneo AK release: -3

What do the screens show for `Cn1c(=O)c2c(nc(OCc3ccccc3)n2C)n(C)c1=O`?
miR122 inh: -6; RAD52 inh: -4; ERAP1 HTS inh: -4; PGC1a acetyl inh: 8; RAD54 inh: -7; Cneo AK release: 0; E-sel inducer: 17

How did O=C(CN1C(=O)CSc2ccccc21)Nc1ccccc1C(=O)N1CCOCC1 do in these assays?
PglD inh: 1; miR122 inh: 3; PGC1a acetyl inh: -30; RAD54 inh: -9; Cneo AK release: -3

What do the screens show for `O=[N+]([O-])c1ccc(COn2nnc3ccccc32)cc1`?
RAD52 inh: -10; ERAP1 HTS inh: 0; PGC1a acetyl inh: 1; E-sel inducer: -0.4

How did CCOc1ccc(CCNC(=O)C2CCCN(C(=O)N(C)C)C2)cc1OCC (configuration not stated) do in these assays?
PglD inh: -2; miR122 inh: -6; PGC1a acetyl inh: -21; RAD54 inh: -14; Cneo AK release: -1

What do the screens show for `C/C=C/c1ccc2c(c1)O[C@H](CN(C)C(=O)Nc1ccc(F)cc1)[C@H](C)CN([C@@H](C)CO)S2(=O)=O`?
PglD inh: -1; miR122 inh: 21[16.7 µM]; RAD52 inh: 9; ERAP1 HTS inh: -4; PGC1a acetyl inh: 4; RAD54 inh: -2; Cneo AK release: 0; E-sel inducer: 0.0

What do the screens show for `CSc1cccc(NC(=S)N2CCC(N(C)C3CCCCCC3)CC2)c1`?
PglD inh: -5; miR122 inh: -2; RAD52 inh: -17; ERAP1 HTS inh: 2; PGC1a acetyl inh: -3; RAD54 inh: 1; Cneo AK release: 1

Results for COc1ccccc1N1CCN(C(=O)CN(Cc2ccccc2)S(C)(=O)=O)CC1 ?
PglD inh: 4; miR122 inh: -2; RAD52 inh: -22; ERAP1 HTS inh: 1; PGC1a acetyl inh: -1; RAD54 inh: 3; Cneo AK release: 0

How did COCCN(C(=O)CNC(=O)c1ccco1)C(C(=O)NC1CCCC1)c1cccs1 (configuration not stated) do in these assays?
PglD inh: 1; miR122 inh: -2; PGC1a acetyl inh: -16; RAD54 inh: 10; Cneo AK release: 0

Results for CC(NC(=O)C(=O)N1CCOCC1)C(c1cccs1)N1CCN(c2ccc(F)cc2)CC1 (configuration not stated) ?
PglD inh: 9; RAD52 inh: -4; ERAP1 HTS inh: 3; PGC1a acetyl inh: 11; RAD54 inh: 1; Cneo AK release: -1

What do the screens show for `Cc1ccc(C(=O)COC(=O)COc2ccc(C)c(C)c2)cc1`?
PglD inh: 0; miR122 inh: -7; RAD52 inh: -12; ERAP1 HTS inh: 1; PGC1a acetyl inh: 5; RAD54 inh: 4; Cneo AK release: 2

What do the screens show for `O=C(/C=C/c1ccc2c(c1)OCO2)NCCS(=O)(=O)N1CCN(c2ccc(F)cc2)CC1`?
PglD inh: -6; RAD52 inh: 4; ERAP1 HTS inh: 1; RAD54 inh: 1; Cneo AK release: 0

What do the screens show for `COC(=O)[C@@H](Cc1ccccc1)N(Cc1ccccc1)S(=O)(=O)N(Cc1ccccc1)[C@H](Cc1ccccc1)C(=O)OC`?
PglD inh: -2; RAD52 inh: 5; ERAP1 HTS inh: -1; RAD54 inh: 12; Cneo AK release: -1; E-sel inducer: -0.3

Results for CCOC(=O)N1CCN(c2c(-c3ccc(C)cc3)c(=O)c2=O)CC1 ?
PglD inh: 5; miR122 inh: 2; PGC1a acetyl inh: -13; RAD54 inh: 3; Cneo AK release: 0

Results for CCOc1ccc(N(CC(=O)N2CCCC2)S(=O)(=O)c2ccc(F)cc2)cc1 ?
PglD inh: 8; miR122 inh: 3; RAD52 inh: -14; ERAP1 HTS inh: 3; PGC1a acetyl inh: 2; RAD54 inh: 4; Cneo AK release: 1; E-sel inducer: -0.6

What do the screens show for `CCCN(C)C[C@H]1OCCCC[C@H](C)Oc2ccc(NC(=O)CCC(F)(F)F)cc2C(=O)N([C@H](C)CO)C[C@@H]1C`?
PglD inh: -1; miR122 inh: 11[16.7 µM]; RAD52 inh: 19; ERAP1 HTS inh: 2; PGC1a acetyl inh: 4; RAD54 inh: 3; Cneo AK release: 0; E-sel inducer: -0.1

Results for Cn1c(=O)c2c(nc(Br)n2CCSc2nnnn2-c2ccccc2)n(C)c1=O ?
PglD inh: -1; miR122 inh: -17; RAD54 inh: -2; Cneo AK release: 1

Results for C[C@H]1CN([C@@H](C)CO)C(=O)Cc2cc(NS(=O)(=O)c3cccs3)ccc2O[C@H]1CN(C)S(=O)(=O)c1ccc(Cl)cc1 ?
RAD52 inh: -9; ERAP1 HTS inh: -5; PGC1a acetyl inh: -9; E-sel inducer: -0.1

How did C[C@H](CO)N1C[C@H](C)[C@H](CN(C)Cc2ccc(F)cc2)OCc2ccccc2-c2c(n(C)c3ccccc23)C1=O do in these assays?
RAD52 inh: 8; ERAP1 HTS inh: 3; PGC1a acetyl inh: -11; E-sel inducer: -0.7

Results for O=C(Oc1cccc([N+](=O)[O-])c1)c1ccc2c(=O)n3c(nc2c1)CCC3 ?
PglD inh: 1; miR122 inh: -1; RAD52 inh: 2; ERAP1 HTS inh: 0; PGC1a acetyl inh: 6; RAD54 inh: -3; Cneo AK release: 1

How did C[C@H]1CN([C@@H](C)CO)C(=O)Cc2cc(NC(=O)C3CCCCC3)ccc2O[C@H]1CN(C)C(=O)Nc1ccc(F)cc1 do in these assays?
PglD inh: -11; miR122 inh: 1[16.7 µM]; RAD52 inh: -6; ERAP1 HTS inh: -1; PGC1a acetyl inh: -4; RAD54 inh: 7; Cneo AK release: -9; E-sel inducer: -3.3

3 structures from above, sorted by heavy-atom count, low to high:
Results for O=C(Oc1cccc([N+](=O)[O-])c1)c1ccc2c(=O)n3c(nc2c1)CCC3 ?
PglD inh: 1; miR122 inh: -1; RAD52 inh: 2; ERAP1 HTS inh: 0; PGC1a acetyl inh: 6; RAD54 inh: -3; Cneo AK release: 1

How did C[C@H](CO)N1C[C@H](C)[C@H](CN(C)Cc2ccc(F)cc2)OCc2ccccc2-c2c(n(C)c3ccccc23)C1=O do in these assays?
RAD52 inh: 8; ERAP1 HTS inh: 3; PGC1a acetyl inh: -11; E-sel inducer: -0.7

How did C[C@H]1CN([C@@H](C)CO)C(=O)Cc2cc(NC(=O)C3CCCCC3)ccc2O[C@H]1CN(C)C(=O)Nc1ccc(F)cc1 do in these assays?
PglD inh: -11; miR122 inh: 1[16.7 µM]; RAD52 inh: -6; ERAP1 HTS inh: -1; PGC1a acetyl inh: -4; RAD54 inh: 7; Cneo AK release: -9; E-sel inducer: -3.3

3 successive compounds from above:
What do the screens show for `CSc1cccc(NC(=S)N2CCC(N(C)C3CCCCCC3)CC2)c1`?
PglD inh: -5; miR122 inh: -2; RAD52 inh: -17; ERAP1 HTS inh: 2; PGC1a acetyl inh: -3; RAD54 inh: 1; Cneo AK release: 1

Results for COc1ccccc1N1CCN(C(=O)CN(Cc2ccccc2)S(C)(=O)=O)CC1 ?
PglD inh: 4; miR122 inh: -2; RAD52 inh: -22; ERAP1 HTS inh: 1; PGC1a acetyl inh: -1; RAD54 inh: 3; Cneo AK release: 0

How did COCCN(C(=O)CNC(=O)c1ccco1)C(C(=O)NC1CCCC1)c1cccs1 (configuration not stated) do in these assays?
PglD inh: 1; miR122 inh: -2; PGC1a acetyl inh: -16; RAD54 inh: 10; Cneo AK release: 0
